Screening data (PubChem)
BLM helicase inh = Bloom syndrome helicase (human) inhibition; P54132; recombinant BLM DNA unwinding, fluorescence dequenching; Potency, µM (series often up to 56.1 µM), inactives show top-dose activity change, negative = inhibition, usual class: inhibitors; 350,000 compounds, 0.2% hits; AID 2528;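 further: potency means the concentration at half of the fitted maximal effect; plate controls were vehicle for no effect and no enzyme for full effect; nearly all actives have a fitted effect of over 35% in size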
POLH inh = blocks human DNA polymerase eta activity; recombinant Pol eta, fluorescent DNA replication assay; Potency, µM (highest dose often 114 µM), inactives show at the top dose activity change, negative = inhibition, actives largely listed as inhibitors; 390,000 compounds, 1.2% hits; AID 588591; further: potency means the concentration at half of the fitted maximal effect; on the % scale 0 is the no-effect control and ±100 the full control effect
Target sequence (Q9Y253 whole entry, looked up): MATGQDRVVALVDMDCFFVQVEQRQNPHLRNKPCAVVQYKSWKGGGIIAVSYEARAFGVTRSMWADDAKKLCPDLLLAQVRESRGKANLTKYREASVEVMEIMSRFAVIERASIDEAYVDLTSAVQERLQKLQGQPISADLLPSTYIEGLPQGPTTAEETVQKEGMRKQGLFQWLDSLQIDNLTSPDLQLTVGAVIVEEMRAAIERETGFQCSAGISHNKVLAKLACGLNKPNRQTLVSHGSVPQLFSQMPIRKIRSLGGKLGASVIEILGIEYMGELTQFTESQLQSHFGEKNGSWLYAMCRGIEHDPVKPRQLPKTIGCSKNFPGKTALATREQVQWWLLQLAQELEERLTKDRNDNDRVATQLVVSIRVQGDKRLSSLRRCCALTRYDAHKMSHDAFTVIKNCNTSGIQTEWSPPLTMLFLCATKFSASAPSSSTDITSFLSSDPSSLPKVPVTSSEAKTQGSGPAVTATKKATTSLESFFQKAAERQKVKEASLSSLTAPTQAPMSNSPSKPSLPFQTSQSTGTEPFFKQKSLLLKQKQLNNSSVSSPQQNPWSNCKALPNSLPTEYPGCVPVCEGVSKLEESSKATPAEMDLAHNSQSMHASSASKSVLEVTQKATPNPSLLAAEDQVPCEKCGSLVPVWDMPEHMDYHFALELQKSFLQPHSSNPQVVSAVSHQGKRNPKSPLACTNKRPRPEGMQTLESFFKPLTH
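Fluorescent replication assay: 50 nM final substrate added after a 15 min room-temperature compound preincubation with 10 nM enzyme. Signal taken at 0 min and again at 10 min.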
POLI inh = DNA polymerase iota (human) inhibition. Pol iota fluorescent replication assay, 10 min. Potency, µM (series often up to 115 µM), for the others: at the highest dose activity, negative = inhibition, usual class: inhibitors. 390,000 compounds, 1% hits. AID 588590; further: potency means the concentration at half of the fitted maximal effect
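Pol iota at 10 nM preincubated 15 min with compounds at room temperature; reaction started with fluorescent substrate, 50 nM final. Fluorescence read kinetically at 0 and 10 min; buffer-only wells as negative control.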
APE1 inh = inhibitors of human APE1 endonuclease | Potency, µM (doses to about 65.8 µM), inactives show at the highest dose activity change, negative = inhibition, hits mostly inhibitors | recombinant APE1, TAMRA/BHQ-2 abasic DNA cleavage fluorescence | 350,000 compounds, 0.35% hits | P27695 | AID 2517;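 further: potency means the concentration at half of the fitted maximal effect; plate controls were vehicle for no effect and reference inhibitor for full effect; nearly all actives have a fitted effect of over 55% in size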
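Readout is kinetic fluorescence (ex 525, em 598 nm) from cleavage of 50 nM TAMRA/BHQ-2 THF abasic duplex by 0.75 nM APE1, compound added 15 min beforehand at RT.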
Pol kappa inh = DNA polymerase kappa (human) inhibition | Q9UBT6 | purified Pol kappa, fluorescent DNA synthesis assay, 10 min | Potency, µM (highest dose often 107 µM), without a hit: top-dose activity, negative = inhibition, actives largely listed as inhibitors | 400,000 compounds, 0.53% hits | AID 588579; further: potency means the concentration at half of the fitted maximal effect; on the % scale 0 is the no-effect control and ±100 the full control effect
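Pol kappa 10 nM + cpd, 15 min RT; start w/ substrate 50 nM final; fluorescence kinetic read, 0 and 10 min. Neg ctrl: buffer, no enzyme.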
POLB inh = blocks human DNA polymerase beta activity; Pol beta primer extension/strand displacement, fluorescence kinetic; Potency, µM (highest dose often 114 µM), for the others: at the top dose activity change, negative = inhibition, hits mostly inhibitors; 340,000 compounds, 1.3% hits; AID 485314; further: potency means the concentration at half of the fitted maximal effect; on the % scale 0 is the no-effect control and ±100 the full control effect
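Values derive from four-parameter Hill fits of normalized kinetic data: reads at 0 and 10 min following addition of 50 nM substrate to 10 nM Pol beta preincubated 15 min with compound.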
RXFP1 antag = blocks the human relaxin receptor RXFP1. Q9HBX9. AID 1259400. 350,000 compounds, 0.59% hits. HEK293-RXFP1, relaxin-stimulated cAMP HTRF, 30 min; stronger effect = lower value. activity change, negative = inhibition, % at 57.5 µM;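 active means activity change of -60% or lower, but not beyond a set lower limit; inconclusive means change between -60% and -40%, or beyond the set limit; inactive means change above -40%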; further: on the % scale 0 is the no-effect control and ±100 the full control effect
PGK inhibitor = inhibitors of T. brucei phosphoglycerate kinase. 380,000 compounds, 0.043% hits. P07378. PGK/GAPDH coupled, Kinase-Glo luminescence, 60 min. AID 602233. Potency, µM (titrated, usually from 57.5 µM), for the others: at the top dose activity change, negative = inhibition, most hits filed as inhibitors; further: potency means the concentration at half of the fitted maximal effect; on the % scale 0 is the no-effect control and ±100 the full control effect; nearly all actives have a fitted effect of over 60% in size
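Luminescent ATP detection (Kinase-Glo Plus) follows a 60-minute room-temperature incubation, with wells lacking PGK as controls. Buffer: 100 mM TEA (pH 7.6), 5 mM MgCl2, 0.01% Tween-20. Coupling enzyme GAPDH (100 nM final) supplies unstable 1,3-BPG in-well.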
Anesthetic bind = binds horse apoferritin like a general anesthetic; apoferritin/1-aminoanthracene competitive binding, fluorescence; P02791; 350,000 compounds, 0.074% hits; Potency, µM (top dose mostly 77.5 µM), inactives show at the top dose activity change, negative = displacement, usual class: inhibitors; further: potency means the concentration at half of the fitted maximal effect; on the % scale 0 is the no-effect control and ±100 the full control effect; nearly all actives have a fitted effect of over 20% in size
Target sequence (P02791 2-175 limits assumed): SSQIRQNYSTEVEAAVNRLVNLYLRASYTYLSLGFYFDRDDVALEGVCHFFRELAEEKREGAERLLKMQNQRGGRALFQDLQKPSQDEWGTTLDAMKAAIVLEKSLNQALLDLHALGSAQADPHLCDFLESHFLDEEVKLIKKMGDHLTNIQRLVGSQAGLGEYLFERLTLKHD
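Read-out: endpoint 1-AMA fluorescence, excitation 380 nm and emission 535 nm, after compounds sit 10 min at room temperature with 10 uM horse-spleen apoferritin in 50% saturated 1-AMA/PBS. Values come from four-parameter Hill fits.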
* marks the source's active call; other numbers are inactive results; i = inactive; u = inconclusive; x = no result given; & = joins results of further samples; [ ] = dose if it differs, or a comment. Unless noted, the call rests on the fitted dose curve; in most records, active means well fitted curve in the direction sought with a large enough effect; inconclusive means small, poorly fitted or top-dose-only effect, or another doubt; inactive means no such curve, though single readings can be large; an effect the other way counts as inactive or inconclusive. These rows are one share of the data; count on the stated rates, not on these rows.

SMILES	BLM helicase inh	POLH inh	POLI inh	APE1 inh	Pol kappa inh	POLB inh	RXFP1 antag	PGK inhibitor	Anesthetic bind
O=c1c(-c2ccc(Cl)cc2)[n+]([O-])c2ccccc2n1OCc1nc2ccccc2[nH]1	-6%	-11%	94%[activator]	11%	-2%	16%	u	-5%	5%
O=C(CCSCc1ccccc1Cl)NC1CCCCC1	-9%	-7%	60%[activator]	14%	2%	22%	6	i	-10%
Cc1cc(C)nc(OC(C(=O)O)C(OCCc2ccccc2)(c2ccc(F)cc2)c2ccc(F)cc2)n1 (stereo not drawn)	-5%	-14%	18%	18%	2%	3%	-1	-2%	-12%
COC(CNS(=O)(=O)c1cccc2nonc12)OC	0%	-11%	47%[activator]	-1%	1%	-11%	-10	-2%	-8%
CCCCN(CCCNC(=O)C1CCN(C(=O)c2cc3sccc3n2C)CC1)Cc1ccccc1	-1%	-13%	39%[activator]	89%[activator]	11%	1%	3	-4%	-15%
CCN(CC(=O)NCc1cccs1)C(=O)c1ccc(N(C)S(=O)(=O)c2ccc(C)cc2)cc1	x	-8%	-18%	x	-2%	x	2	-4%	x
O=[N+]([O-])c1ccc(Cl)c2cccnc12	0%	-16%	-6%	-7%	-6%	16%	-14	4%	-2%
Cc1cccc(NS(=O)(=O)c2cccc3cccnc23)n1	3%	-9%	0%	u	-2%	-22%	x	7%	21%
Cc1cccc(N2C(=O)CSC23C(=O)N(Cc2cccc(F)c2)c2ccccc23)c1 (stereo not drawn)	-7%	-9%	16%	x	2%	33%	x	-6%	-6%
COc1ccc(NC(=O)CN(C)C(=O)c2cccc(S(=O)(=O)N3CCN(C)CC3)c2)cc1	x	0%	16%	23%	1%	x	-4	-2%	x
CC(C)Cc1nc2n[nH]c(N)c2c2c1COC(C)(C)C2	-1%	-1%	8%	1%	-9%	2%	x	-10%	-8%
COc1ccc(-c2cc(C(=O)N/N=C/c3cccnc3)c3ccccc3n2)cc1	5%	-25%	0%	25%	2%	0%	7	-7%	-11%
CC(=O)Nc1nnc(-c2c(-c3c(Cl)cccc3Cl)noc2C)o1	1%	u	31%[activator]	-7%	-10%	-1%	-7	i	-1%
CN1CCN(C(=O)c2cn(-c3ccccc3)nc2-c2cccnc2)CC1	-1%	-11%	-7%	5%	-1%	0%	-12	i	-15%
COc1ccc(CCNC2CC(=O)N(CCc3ccc(OC)c(OC)c3)C2=O)cc1 (stereo not drawn)	-1%	2%	10%	5%	-13%	22%	-3	-5%	-7%
COc1cccc(C2Nc3ccc4ccccc4c3C3=C2C(=O)CCC3)c1O (stereo not drawn)	-4%	-12%	155%[activator]	54%[activator]	1%	89µM*	-3	-3%	-1%
Cc1ccccc1NC(=O)CSc1nc2ccc(NC(=O)c3ccccc3)cc2s1	0%	-26%	17%	x	4%	-4%	x	-3%	-3%
COc1ccc(C=NNc2ccc([N+](=O)[O-])cn2)cc1	x	-13%	19%	x	7%	x	-10	-2%	x
COc1ccc(S(=O)(=O)NCC(c2ccco2)N2CCOCC2)cc1 (stereo not drawn)	-5%	-13%&-2%	u	55%[activator]	-1%	13%	-5&-1	0%&-8%	57%[activator]
CC(C)NC(=O)Cn1c(SCC(=O)N2CCCCCC2)nc2ccccc21	7%	-4%	-3%	0%	-4%	19%	9	-12%	-10%
CCOC(=O)C1=C(COC(=O)CNS(=O)(=O)c2ccc(C)cc2)NC(=O)NC1C (stereo not drawn)	-1%	-22%	22%	36%	-6%	0%	-12	i	-6%
CCSc1nnc(NC(=O)C2(C)Cc3ccccc3C(=O)O2)s1 (stereo not drawn)	-1%	-5%	-20%	20%	-6%	11%	7	-5%	-1%
Cc1ccc(N/N=C(\C#N)C(N)=S)c(C)c1	-24%	-17%	u	-2%	-10%	-20%	-3	-1%	5%
Cc1ccc(OCCC(=O)OCC(=O)NC2CCCC(C)C2C)cc1 (stereo not drawn)	x	-11%	7%	23%	-11%	x	-24	9%	x
Cc1ccc2cc(S(=O)(=O)NCCCC(=O)O)ccc2c1	1%	-14%	9%	-1%	-15%	40%	-7	3%	-6%

Structures shown so far containing a COOH group, in the order listed:
SMILES	BLM helicase inh	POLH inh	POLI inh	APE1 inh	Pol kappa inh	POLB inh	RXFP1 antag	PGK inhibitor	Anesthetic bind
Cc1cc(C)nc(OC(C(=O)O)C(OCCc2ccccc2)(c2ccc(F)cc2)c2ccc(F)cc2)n1 (stereo not drawn)	-5%	-14%	18%	18%	2%	3%	-1	-2%	-12%
Cc1ccc2cc(S(=O)(=O)NCCCC(=O)O)ccc2c1	1%	-14%	9%	-1%	-15%	40%	-7	3%	-6%

(listing goes on)
SMILES	BLM helicase inh	POLH inh	POLI inh	APE1 inh	Pol kappa inh	POLB inh	RXFP1 antag	PGK inhibitor	Anesthetic bind
COc1ccc(CCC(=O)N/N=C(\C)c2ccc3c(c2)OCO3)cc1	-2%	-16%	19%	-1%	-5%	1%	-8	1%	-23%
O=C(COC(=O)C12CC3CC(CC(O)(C3)C1)C2)NC12CC3CC(CC(C3)C1)C2	-2%	-14%	66%[activator]	0%	0%	3%	-11	i	u
CCOC(=O)c1sc2nc(CSc3nc4ccccc4n3CC)[nH]c(=O)c2c1C	-6%	-1%	9%	-4%	0%	-16%	4	12%	-14%
CCOC(=O)N1CCN(C(=O)/C=C/c2ccc(C(C)(C)C)cc2)CC1	-6%	7%	92%[activator]	53%	-3%	-1%	-35	-4%	-16%
COc1ccc(N2CCN(Cc3cc(OC)c(O)c([N+](=O)[O-])c3)CC2)cc1	2%	-12%	11%	2%	-4%	-2%	-5	1%	2%
O=[N+]([O-])c1cccnc1N1CCCCC1	-1%	-11%	58%[activator]	10%	-17%	36%	12	-7%	u
CSC(=S)NN=C(C)c1cccc(C)n1	x	-17%	15%	x	-20%	x	-5	7%	x
CCCOC(=O)c1ccc(NC(=O)Cc2csc(C)n2)cc1	0%	-18%	26%	x	-3%	1%	-21	i	5%
Cc1ccccc1NC(=S)NC(NC(=O)COc1ccccc1)C(Cl)(Cl)Cl (stereo not drawn)	0%	-11%	-8%	4%	-15%	-22%	2	i	-9%
O=C(c1cc2c(s1)CCCCC2)N1CCN(c2ncccn2)CC1	-11%	-8%	u	22%	-11%	29%	-30	7%	-7%
COc1ccc(NC(=O)COC(=O)CC2CCCCC2)cc1	x	-14%	-6%	-1%	-13%	x	0	2%	x
Cc1ccc(S(=O)(=O)c2c(COC(=O)c3cccc(Cl)c3)c(-c3ccccc3)nn2C)cc1	-4%	-14%	-2%	1%	8%	-9%	-11	0%	-4%
CCOc1cc(/C=C(\C#N)c2nc3ccccc3[nH]2)ccc1OC(C)C(=O)O (stereo not drawn)	-4%	-5%	-13%	-17%	-11%	4%	12	x	3%
CCCCN1CC(=O)N2[C@H]3c4ccc(OC)cc4OC[C@@H]3[C@H](C(=O)OCC)[C@]2(C)C1=O	x	-9%	1%	39%	16%	x	x	-4%	x
Cn1cccc1/C=N/NC(=O)c1cc(-c2cccs2)nc2ccccc12	-6%	-13%	1%	-4%	-18%	3%	3	-8%	9%
CNC(=O)c1cc2c(-c3ccccc3)nn(C)c2s1	0%	11%	-10%	48%[activator]	2%	-10%	3	-2%	15%
COc1ccc(C(C[N+](=O)[O-])n2nc(C)cc2C)cc1 (stereo not drawn)	-2%	-10%	9%	14%	-9%	6%	-24	0%	9%
COC(=O)c1cc(NC(=O)c2sc3ccccc3c2Cl)cc(C(=O)OC)c1	-4%	-14%	8%	x	-5%	-24%	x	-8%	-2%
Cc1ccc(SCCN2CCC(O)CCC2=O)cc1 (stereo not drawn)	-2%	-2%	-33%&33%	21%	-7%&14%	-1%	x	-3%	-1%
CC(Nc1ncnc2ccccc12)c1ccccc1 (stereo not drawn)	-1%	-11%	-23%	7%	4%	2%	-14	-8%	-9%
C/C(=C1\SC(N2CCOCC2)=NC1=O)c1ccccc1	-1%	-13%	15%	-4%	-9%	-13%	-8	-2%	-13%
Cc1ccc(N2CC(c3nc4ccccc4n3C)CC2=O)cc1 (stereo not drawn)	1%	-5%	21%	u	1%	31%	-1	i	-9%
COc1cc(CC(=O)Nc2ccccc2N2CCCCC2)cc(OC)c1OC	-3%	0%	112%[activator]	11%	-6%	33%	5	i	-16%
CCCN1Cc2cccc(C(=O)Nc3cc(C)cc(C)c3)c2C1=O	-3%	-9%	-13%	x	-14%	7%	-29	-4%	-15%
CCc1ccc2[nH]c3nc(N/N=C/c4ccc(O)cc4O)nnc3c2c1	-12%	3%	5%	18%	-7%	u	u	-4%	u

Continued:
SMILES	BLM helicase inh	POLH inh	POLI inh	APE1 inh	Pol kappa inh	POLB inh	RXFP1 antag	PGK inhibitor	Anesthetic bind
COc1ccc(OC)c(NC(=O)CSc2ccc(-c3cccs3)nn2)c1	-2%	-19%	5%	x	-10%	0%	-29	-5%	-18%
CCOC(=O)C(C(=O)OCC)=C1OC(=O)c2ccccc21	-3%	-9%	8%	17%	0%	35%	10	-7%	-10%
COc1ccc(C2=NN(C(=O)c3cccs3)C(c3ccccc3O)C2)cc1 (stereo not drawn)	-19%	-1%	-3%	-10%	-24%	-28%	-11	-1%	-20%
O=C1CCC(C(=O)N2CCCC(C(=O)c3ccc4c5c(cccc35)CC4)C2)=NN1 (stereo not drawn)	6%	-19%	2%	5%	11%[60.1 µM]	14%	-4	-4%	-1%
COc1ccc(-c2noc(CSc3nnc(-c4ccncc4)n3-c3ccc(C)c(C)c3)n2)cc1	-8%	-25%	1%	x	-2%	-22%	-23	i	u
N#Cc1c(N)nc(SCC(=O)OCc2ccccc2)c(C#N)c1-c1ccco1	-7%	6%	28%	-6%	-18%	0%	7	4%	u
CCc1ccc(C2CC(c3ccc(C)cc3)n3nc(N)nc3N2)cc1 (stereo not drawn)	x	-9%	-17%	x	-1%	x	-17	0%	x
CCOC(=O)CC1=NS(=O)(=O)c2ccccc2N1	0%	-4%	-6%	-4%	8%	3%	4	0%	-7%
COc1ccc(C(=O)COC(=O)CCn2nnc(-c3cccs3)n2)cc1	-4%	-3%	12%	0%	-7%	-19%	-4	2%	-2%
CC1CCN(C(=S)c2ccc(N(C)C)cc2)CC1	-1%	-3%	50%[activator]	17%	-13%	2%	-14	-2%	-21%
